BL2 CD40 inh: CD40 pathway inhibition in BL2 cells. BL2 NF-kB luciferase reporter, CD40L-induced, 4 h. 83,000 compounds, 0.94% hits. inhibition, % at 10 µM;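 active = mean inhibition of at least 50% with a set share of replicates also reaching that level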;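 note: 0% = neutral control wells and 100% = IKK inhibitor VII at 50 µM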
Starred values were filed as active, the others as inactive; [ ] = remark or other dose.

SMILES | BL2 CD40 inh
O=C(C[C@@H]1C=C[C@H](NC(=O)NC2CCCC2)[C@H](CO)O1)NCc1ccc(F)cc1 | 3.6
COc1ccc(NS(=O)(=O)c2cccc(C(=O)N/N=C/c3ccccc3OC)c2)cc1 | 10.0
CCCCN(CC(=O)NCc1ccc(F)cc1)C(=O)c1ccco1 | 0.2
O=C(Nc1ccnn1C1CCN(CC2CC=CCC2)CC1)c1ccccc1 (stereo not drawn) | -0.7
Cn1nc(C(F)(F)F)c(-c2ccc(Br)cc2)c1NC(=O)C1CCC1C(=O)O (stereo not drawn) | 6.6
O=C(NC1CCCC1)N1CC(=O)N2[C@H](CO)[C@H](c3ccc(C4=CCCCC4)cc3)[C@@H]2C1 | 5.2[25 µM]
O=C(COC(=O)[C@@H]1CCCN1C(=O)c1cccs1)NCCc1ccccc1 | 5.3
O=C(Nc1ccncc1)c1cccc(S(=O)(=O)N2CCN(c3ccc(F)cc3)CC2)c1 | 22.5
CSCCC(NC(N)=O)C(=O)NCc1ccc(Cl)cc1 (stereo not drawn) | 6.5
N#Cc1c(N2CCOCC2)nc(-c2ccco2)c2c1CCCC2 | 0.0
COc1ccc(OC)c(-c2cc(C(=O)NCc3cccs3)no2)c1 | 8.3
O=S(=O)(c1ccc(F)cc1)N1CCCN(c2nccc(C(F)(F)F)n2)CC1 | 19.7
CC(C)c1nnc(NC(=O)COc2ccc3ccccc3c2)s1 | -0.2
Cc1ccccc1N1CCN(C2CCCN(C(=O)c3snnc3C)C2)CC1 (stereo not drawn) | 9.6
CCN(CC)c1ccc(N)cc1 | 15.6
O=C(COC(=O)COc1ccccc1)Nc1ccc(Cl)cn1 | 0.4
Cc1nc(-c2ccc(S(=O)(=O)N3CCOCC3)cc2)cs1 | -1.1
c1ccc2c(c1)ncc1cccn12 | 4.6
Cc1nnc(NC(=O)c2cc3ccccc3o2)s1 | -71.8
Clc1nc(NC2CCCCC2)c2cn[nH]c2n1 | 3.3

The results go on:
SMILES | BL2 CD40 inh
N#C[C@H]1[C@@H](c2ccccc2-c2ccc(F)cc2)[C@H](CO)N1C(=O)Cc1ccccc1 | -5.1[25 µM]
N#C[C@H]1[C@@H](c2ccc(C#Cc3cccc(F)c3)cc2)[C@H](CO)N1C(=O)C1CC1 | -0.9
CCOC(=O)N1CCN(S(=O)(=O)N(C)C)CC1 | 3.0
O=C1N(Cc2cccc(Cl)c2)C[C@@H]2C[C@@H](c3cccn3-c3ccccn3)N3CCC[C@@]123 | 16.5
CCCCSc1cc(C)nc2ncnn12 | -5.2
C=C(C)Cn1c(CCCNC(=O)C(C)(C)C)nc2ccccc21 | 14.0
CC(Oc1cccc(Cl)c1)C(=O)Nc1cc(S(=O)(=O)N2CCOCC2)ccc1N1CCCCC1 (stereo not drawn) | 4.4
O=P(c1ccccc1)(c1ccccc1)c1nc(-c2ccc(Cl)cc2)oc1N1CCOCC1 | 14.4
Oc1ccccc1-c1cc(-c2ccco2)[nH]n1 | -66.3
Cc1ccc(S(=O)(=O)NCc2nnnn2-c2ccc(F)cc2)cc1 | 6.8
O=c1[nH]n2cc(-n3cc([N+](=O)[O-])cn3)cnc2c1Br | 4.9
CCCCc1nc2cc(C(=O)N3CCC(OCCOC)CC3)ccc2o1 | -37.1
COc1ccccc1OCC(=O)Nc1ccccc1C(=O)N1CCCCC1 | -8.0
CCOc1ccc(C(=O)NCCCN(CC)CC)cc1 | 1.9
CC(=O)NC1C(=O)Nc2c(C)cc(C)cc21 (stereo not drawn) | 9.7
CN(C)CCC1(c2ccc(Cl)cc2)Cc2ccccc2C(=O)O1 (stereo not drawn) | 0.3[25 µM]
COC(=O)[C@H](C)NC(=O)NCc1ccc(S(N)(=O)=O)cc1 | 14.2
N#C[C@H]1[C@@H](c2ccc(C3=CCCCC3)cc2)[C@H](CO)N1C(=O)c1cccc(F)c1 | -11.1[25 µM]
O=C(NC1CC1)c1nc(Cn2cc([N+](=O)[O-])cn2)no1 | 4.6
COCCNC(=O)C[C@H]1CC[C@H]2[C@H](COc3ccc(NS(=O)(=O)c4ccc(Cl)cc4)cc3C(=O)N2C)O1 | -5.1[25 µM]

The listing continues:
SMILES | BL2 CD40 inh
COc1ccc(N2CC(C(=O)Nc3ccncc3)CC2=O)cc1 (stereo not drawn) | 8.8
Cc1noc(C)c1NC(=O)Nc1ccc2c(c1)C(=O)N([C@@H](C)CO)C[C@H](C)[C@@H](CN(C)C(=O)Nc1ccc(C(F)(F)F)cc1)OCCCC[C@@H](C)O2 | 12.0
Cc1nc2cc(Nc3nnc(-c4ccccc4)c4ccccc34)ccc2n1C | -82.6
CCc1ccc2oc(-c3ccc(OC)cc3)cc(=Nc3c(C)n(C)n(-c4ccccc4)c3=O)c2c1 | 50.0*
CN1CCCN(C(=O)CNC(=O)c2ccc(Cl)cc2Cl)CC1 | 6.7
CCOC(=O)C1CCN(C(=O)CN2C(=O)c3cccnc3Oc3ccccc32)CC1 | 9.0
CS(=O)(=O)N1[C@H](CO)[C@@H](c2ccc(C#CC3CCCCC3)cc2)[C@@H]1C#N | 18.2
O=C(COc1cccc(C(F)(F)F)c1)NCCCN1CCCC1=O | -3.6
c1ccc(-c2nnc3sc(CN4CCc5ccccc54)cn23)cc1 | -12.4
O=C(c1ccc(-c2ccccc2)c(F)c1)C1CCCN(CCCn2cccn2)C1 (stereo not drawn) | 3.8
CCN(CC(=O)Nc1cc(Cl)ccc1C)C(=O)C1CC(=O)N(Cc2ccccc2)C1 (stereo not drawn) | 3.3
O=S(=O)(c1ccc(F)cc1)N1CCCCN2[C@H](C1)[C@@H](c1ccc(-c3cncnc3)cc1)[C@@H]2CO | 7.8[25 µM]
NC(=O)C1CCN(CC(=O)Nc2cccnc2Cl)CC1 | -7.3
Cn1c(SCc2nc(-c3ccccc3)no2)nnc1-c1cccs1 | -0.1
Cc1cc(NC(=O)c2c(F)c(F)c(F)c(F)c2F)no1 | 1.0
Cc1cn(C2CCCCO2)c(=O)nc1NO (stereo not drawn) | 0.9
CCCCNC(=O)COC(=O)c1cc(C)nc2ccccc12 | 6.3
O=C(Nc1nnc(CSCc2ccccc2F)s1)c1cccc([N+](=O)[O-])c1 | -1.1
C/C=C/c1ccc([C@@H]2[C@@H](CO)N(C(C)=O)[C@@H]2CN(CC)C(=O)CN(C)C)cc1 | -0.6[25 µM]
CCOc1ccc(S(=O)(=O)N(CC)CC)cc1NC(=O)CSCc1c(C)noc1C | -5.6

New compounds follow:
SMILES | BL2 CD40 inh
O=C(NCCCn1ccnc1)c1cccc(S(=O)(=O)NCc2ccccc2)c1 | 6.7
O=C(OCC(=O)N1CCN(c2ccccc2)CC1)c1ccc[n+]([O-])c1 | 1.9
Cc1cc(N=Nc2ccccc2)c(NCC(O)C(O)C(O)CO)cc1C (stereo not drawn) | -56.2
N#Cc1ccc(S(=O)(=O)N2CCC(C(=O)Nc3cccc(C(=O)NC4CC4)c3)CC2)cc1 | 1.7
COc1ccc2c(c1)C(O)C(CO)C(C(=O)O)C2 (stereo not drawn) | -11.3
CCOc1ccc(S(=O)(=O)N2CCN(CCNS(=O)(=O)c3ccc(C)cc3)CC2)cc1 | 11.6
O=C(Nc1ccsc1C(=O)NC1CC1)c1ccccc1 | 2.2
O=C(COC(=O)c1ccco1)Nc1cccc(S(=O)(=O)N2CCOCC2)c1 | 12.2
COc1cccc(C2Nc3cc(Cl)c(S(N)(=O)=O)cc3S(=O)(=O)N2)c1 (stereo not drawn) | 12.6
COC(=O)c1ccc(CN2C(=O)NC3(CCCCC3)C2=O)cc1 | -48.3
CCCC(=O)Nc1ccc2c(c1)C(=O)N(C)C[C@@H](OC)[C@@H](C)CN(C(=O)c1ccccn1)[C@@H](C)CO2 | -2.2[25 µM]
O=C1NCCOCn2nncc2CC[C@@H]1Cc1cccc(Cl)c1 | 1.5[25 µM]
CCc1cccc(CC)c1N1C(=O)COCC1=O | 0.5
O=C(c1ccsc1)N1CCCC(Nc2cccc(F)c2)C1 (stereo not drawn) | -5.2
NC(=O)c1c(NC(=O)CN2CCCC2)sc2c1CCCC2 | -37.2
COc1ccc(-c2noc(CN(C)C(=O)Nc3ccccc3)n2)cc1 | 3.0
FC(F)c1nnc2c(Cl)cc(C(F)(F)F)cn12 | -0.4
O=C(Nc1nccs1)C1Cc2ccccc2CN1S(=O)(=O)c1ccc(F)cc1 (stereo not drawn) | -4.1
CCOC(=O)C1CCN(C(=O)COC(=O)CNS(=O)(=O)c2ccc(SC)c([N+](=O)[O-])c2)CC1 | 10.4
N#C[C@@H]1[C@@H](c2ccc(-c3ccccc3F)cc2)[C@@H](CO)N1C(=O)C1CCC1 | 47.0[25 µM]

Some of these compounds in order of their number in BL2 CD40 inh, largest number first:
| compound | BL2 CD40 inh |
| --- | --- |
| COc1cccc(C2Nc3cc(Cl)c(S(N)(=O)=O)cc3S(=O)(=O)N2)c1 (stereo not drawn) | 12.6 |
| N#Cc1ccc(S(=O)(=O)N2CCC(C(=O)Nc3cccc(C(=O)NC4CC4)c3)CC2)cc1 | 1.7 |
| O=C(c1ccsc1)N1CCCC(Nc2cccc(F)c2)C1 (stereo not drawn) | -5.2 |
| COc1ccc2c(c1)C(O)C(CO)C(C(=O)O)C2 (stereo not drawn) | -11.3 |
| COC(=O)c1ccc(CN2C(=O)NC3(CCCCC3)C2=O)cc1 | -48.3 |

(cont.)
SMILES | BL2 CD40 inh
Cc1sc2ncn(CCC(=O)O)c(=O)c2c1C | 9.5
COCCNC(=O)C[C@@H]1CC[C@@H]2[C@@H](COc3ccc(NC(=O)Nc4cccc(F)c4)cc3C(=O)N2C)O1 | 4.4[25 µM]
Cn1c(=O)oc2cc(S(=O)(=O)NCCC(=O)N3CCc4ccccc4C3)ccc21 | 10.4
O=C(c1ccc(Oc2ccc(C(F)(F)F)cn2)cc1)N1CCN(c2ccccc2)CC1 | 12.1
CCOC(=O)c1c(C)n2c3c(cc(C)cc13)CCC2 | 6.0
CC(C)NC(=O)N(C)C[C@@H]1OCCCC[C@H](C)Oc2ccc(NC(=O)NC3CCCCC3)cc2C(=O)N([C@@H](C)CO)C[C@H]1C | 1.9
COCC(C)NCc1cccc(OC)c1OC (stereo not drawn) | 6.6
O=C(CNC(=O)c1cccs1)N/N=C/c1ccco1 | 4.6
O=C(c1ccc([N+](=O)[O-])o1)N1CCN(c2nc3c(F)cc(F)cc3s2)CC1 | 28.6
CC(=O)Nc1ccc(C(=O)CSc2nc3ccccc3n2CC(=O)N2CCCC2)cc1 | -1.6
COc1ccc(C)cc1NC(=O)NCc1ccccc1F | 5.6
NS(=O)(=O)c1ccc(CCNC(=O)CSc2nc3ccccc3c(=O)n2CCC(=O)N2CCCCC2)cc1 | -1.9
CCCCCCn1cnc2c(c1=O)c1nc3ccccc3nc1n2Cc1cccs1 | 1.0
O=C(COC(=O)c1ccc(O)cc1)NCCC1=CCCCC1 | 0.7
CC(C)CN(C[C@@H]1N[C@@H](CO)[C@@H]1c1ccccc1)C(=O)CN(C)C | -4.6[25 µM]
Cc1ccc(C(=O)Nc2cccc(S(=O)(=O)N(C)c3ccccc3)c2)o1 | 4.8
CCOCC(=O)Nc1cccc(C(=O)OCC)c1 | 8.3
NNC(=O)CCc1nc2ccccc2[nH]1 | 6.7
COc1cccc(-c2nn(-c3ccccc3)cc2CN(C)C(C)c2ccon2)c1 (stereo not drawn) | -22.7
CSc1ccc(S(=O)(=O)NCC(=O)OC(C)C(=O)NCc2ccccc2)cc1[N+](=O)[O-] (stereo not drawn) | 20.2

(continued)
SMILES | BL2 CD40 inh
O=C1CC(c2cccnc2)c2cc3c(cc2N1)OCO3 (stereo not drawn) | 0.9
COc1cc(S(=O)(=O)N(C)C2CCCCC2)c(C)cc1C | 7.9
COc1ccccc1N1CCN(CC(=O)NC(=O)NCc2ccccc2)CC1 | 2.8
O=C(CSc1nnc(NC2CCCCC2)s1)NCc1ccco1 | 5.9
Cc1nc2ccc(NC(=O)c3oc4ccc(F)cc4c3C)cc2s1 | 3.5
CCCC#Cc1ccc([C@H]2[C@H]3CN(C(=O)c4cccnc4)CC(=O)N3[C@H]2CO)cc1 | 2.3[25 µM]
CSc1ncccc1C(=O)OCc1ccccc1Cl | -37.0
C[C@@H]1CN([C@H](C)CO)C(=O)CCCn2cc(nn2)CO[C@@H]1CN(C)S(=O)(=O)c1ccc2c(c1)OCCCO2 | 6.6[25 µM]
COc1ccccc1CCC(=O)OCC(=O)Nc1c(C)nn(-c2ccccc2)c1C | 4.3
CCC(=O)N1[C@@H]2Cn3c(ccc(-c4ccccc4F)c3=O)[C@H]1[C@@H](C(=O)NC1CCC1)[C@@H]2CO | -4.5[25 µM]
CN(C)C(CNC(=O)c1cccs1)c1cccnc1 (stereo not drawn) | 10.4
O=C(Nc1ccc2c(c1)OCCO2)c1ccc2ccccc2n1 | -41.9
COc1ccccc1-c1cn(CC[C@@H]2CC[C@@H](NC(=O)C3CCCC3)[C@H](CO)O2)nn1 | -6.3
OC[C@H]1[C@@H](c2ccc(-c3ccc(F)cc3)cc2)[C@@H]2CN(CCC(F)(F)F)CCCCN12 | -34.6[25 µM]
Cc1ccc(CONC(=O)c2ccc([N+](=O)[O-])cc2)cc1 | -21.3
CCc1ccc(OCC(=O)NNC(=O)c2cc(S(=O)(=O)N(C)C)ccc2N2CCCC2)cc1 | -11.2
O=C(c1cccs1)N(c1ccc(F)cc1)C1C=CS(=O)(=O)C1 (stereo not drawn) | 3.9
CSc1nc(N2CCOCC2)c2ccccc2n1 | 12.3
CCc1nnc(NC(=O)C2CCC2)s1 | 2.6
COc1ccccc1NC(=O)N1CC(=O)N2[C@H](C1)[C@@H](c1ccc(C#CC(C)C)cc1)[C@@H]2CO | 8.5[25 µM]

Further results:
SMILES | BL2 CD40 inh
Cc1cc(=O)oc2cc(OCC(=O)OC(C)C(=O)Nc3ccc(S(N)(=O)=O)cc3)ccc12 (stereo not drawn) | 3.7
Cc1nc(Sc2cccn2C)c(C(F)(F)F)c(=O)[nH]1 | 3.2
O=C(O)c1oc2ccccc2c1CSc1ccccn1 | 5.4
CCN(CC)CC(O)CN1C(=O)NC(C)(C)C1=O (stereo not drawn) | 1.0

Entries listed so far shown as hits in BL2 CD40 inh:
SMILES | BL2 CD40 inh
CCc1ccc2oc(-c3ccc(OC)cc3)cc(=Nc3c(C)n(C)n(-c4ccccc4)c3=O)c2c1 | 50.0*

An excerpt; count on the stated rates, not on these rows.
